From PubChem
697 NFkB inh = lowers PMA/ionomycin-induced NF-kB signal in 697 B cells. 697 B-cell NF-kB luciferase reporter, 16 h. inhibition, % at 4 µM. hit rate 0.33% among 330,000. AID 435022; in the data active = inhibition above about 35%
CCR6 antagonist = antagonists of human CCR6 receptor | P51684 | CHO-K1 CCR6 PathHunter beta-arrestin, luminescence, CCL20-stimulated | inhibition, % at 20 µM | hit rate 0.49% among 340,000;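 active = compounds whose inhibition of the agonist-driven luminescence signal at 20 µM reaches about 50%, limit read from the data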;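 note: cells stimulated with CCL20 at 14 nM final; plate controls were DMSO with CCL20 for no effect and DMSO without agonist for full effect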
Jurkat NFkB inh = lowers PMA/ionomycin-induced NF-kB signal in Jurkat cells; PMA/ionomycin-induced NF-kB luciferase reporter, luminescence; inhibition, % at 4 µM; hit rate 0.53% among 330,000; AID 435003; in the data active = inhibition above about 50%
CXCR6 inh = CXCR6 (human) receptor inhibition; CHO-K1 PathHunter CXCR6 beta-arrestin, luminescence; inhibition, % at 20 µM; hit rate 0.36% among 360,000; AID 602244; in the data active = inhibition above about 34%, passing the limit was not always enough;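 note: antagonist mode with CXCL16 agonist at 10 nM final; 0% = 10 nM CXCL16 with DMSO and 100% = unstimulated wells without agonist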
UBC13 polyUb = human UBC13 polyubiquitination inhibition; UBC13 polyubiquitin chain formation, TR-FRET; P61088; hit rate 0.47% among 330,000; inhibition, % at 20 µM; in the data active = inhibition above about 45%, passing the limit was not always enough
Target sequence (P61088 whole entry, looked up): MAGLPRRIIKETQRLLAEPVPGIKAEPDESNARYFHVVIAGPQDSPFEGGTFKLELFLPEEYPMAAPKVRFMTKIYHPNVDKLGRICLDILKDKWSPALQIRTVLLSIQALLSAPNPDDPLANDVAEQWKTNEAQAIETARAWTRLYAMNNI
EBI2 antag = EBI2 (human) antagonism; hit rate 0.81% among 360,000; EBI2 beta-arrestin recruitment, luminescence, 7a,25-OHC stimulated; inhibition, % at 5 µM; in the data active = inhibition above about 38%;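 note: enzyme fragment complementation signal reports receptor beta-arrestin coupling in cells; 0% = agonist plus DMSO wells and 100% = wells without agonist; some results beyond the cut were filed as inactive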
Target sequence (P32249 whole entry, looked up, the tested form may be a part): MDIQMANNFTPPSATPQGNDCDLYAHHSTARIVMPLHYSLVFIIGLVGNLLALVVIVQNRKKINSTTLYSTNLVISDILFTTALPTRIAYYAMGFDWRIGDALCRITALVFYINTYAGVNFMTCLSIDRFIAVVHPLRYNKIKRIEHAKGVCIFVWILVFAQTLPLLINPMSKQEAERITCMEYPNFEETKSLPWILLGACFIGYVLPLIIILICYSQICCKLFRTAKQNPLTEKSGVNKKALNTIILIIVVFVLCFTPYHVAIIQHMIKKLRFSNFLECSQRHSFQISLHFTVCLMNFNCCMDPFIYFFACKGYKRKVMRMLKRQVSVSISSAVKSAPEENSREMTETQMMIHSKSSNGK
Gli-Sufu block = blocks Gli-Sufu signaling in a luciferase reporter. hit rate 0.74% among 340,000. Sufu-KO-LIGHT fibroblasts, Gli luciferase reporter luminescence. inhibition, % at 5 µM;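 active = inhibition above about 55%, limit read from the data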;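 note: 0% = DMSO-treated cells and 100% = wells with medium but no cells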
APJ antag = antagonists of human APJ apelin receptor. P35414. CHO-K1 APJ beta-arrestin complementation, luminescence. inhibition, % at 20 µM. hit rate 0.32% among 330,000. AID 2521;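 active = inhibition above about 40% at 20 µM, limit read from the data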;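 note: cells challenged with 10 nM apelin-13 agonist together with compound; plate controls were apelin-13 plus DMSO wells for no effect and DMSO wells lacking apelin-13 for full effect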
Target sequence (P35414 whole entry, looked up): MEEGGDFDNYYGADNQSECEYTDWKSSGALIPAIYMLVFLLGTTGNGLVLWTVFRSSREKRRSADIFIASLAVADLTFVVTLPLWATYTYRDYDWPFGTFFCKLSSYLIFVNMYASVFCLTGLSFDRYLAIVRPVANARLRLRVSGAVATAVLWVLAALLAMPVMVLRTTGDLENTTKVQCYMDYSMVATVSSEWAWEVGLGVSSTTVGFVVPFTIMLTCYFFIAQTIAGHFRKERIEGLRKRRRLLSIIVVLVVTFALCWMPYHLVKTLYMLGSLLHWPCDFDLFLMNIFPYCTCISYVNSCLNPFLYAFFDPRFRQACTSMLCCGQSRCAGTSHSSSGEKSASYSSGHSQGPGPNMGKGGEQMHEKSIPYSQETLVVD
Numbers without * were called inactive; . = not tested or not shown; & = joins results of further samples. Hits appear at their usual frequency; 3% or so of the library scored in one or more.

SMILES	697 NFkB inh	CCR6 antagonist	Jurkat NFkB inh	CXCR6 inh	UBC13 polyUb	EBI2 antag	Gli-Sufu block	APJ antag
Cc1cccc(N2CCN(C(=O)c3ccc(CS(=O)Cc4cccc(Cl)c4)o3)CC2)c1C (stereo not drawn)	-23	8	-3	-6	-7	1	9	11
COc1ccc(/C=C/c2nnc(NC(=O)c3ccco3)s2)cc1	-4	1	13	-3	-6	14	2	-6
Cc1cc(C(=O)N2CCCC(Nc3ccc(F)cc3)C2)n(C)n1 (stereo not drawn)	5	7	3	2	-9	7	4	10
CNC(=O)c1ccc(-c2cc(C(F)(F)F)nn2C)s1	-109	4	-25	2	-6	-1	-22	12
CC1CCc2c(sc3ncnc(SCC(=O)c4ccccc4)c23)C1 (stereo not drawn)	-13	1	-18	3	-7	6	-9	15
CCN(CC)S(=O)(=O)c1ccc(C)c(NC(=S)N2CCN(c3ccccn3)CC2)c1	-1	3	12	-7	2	-3	7	14
CN1C(=O)/C(=C/c2ccccc2Cl)Sc2ccc(C(=O)N3CCCC3)cc21	5	-13	10	0	7	0	-7	23
Cn1nc(C(F)(F)F)cc1C(=O)NC1CCCCCC1	9	-8	-13	-3	10	-4	6	-19
O=C1CC(SC2=NCCS2)C(=O)N1c1ccc(Cl)cc1 (stereo not drawn)	-17	2	12	-2	6	-7	6	-3
CNCc1ccccc1OCc1ccc(F)cc1	1	9	-1	-13	-22	-4	-5	0
Cc1cc(C)c2c(-n3cccc3)nn(CC#N)c2n1	-2	8	11	0	7	-5	0	13
Oc1ccc(Br)cc1-c1cc(-c2ccccc2Cl)[nH]n1	-31	7	-21	8	-8	26	-5	-21
CCS(=O)(=O)Nc1ccc(-c2nnc(SCC(=O)c3ccc(NC(C)=O)c(OC)c3)o2)cc1	14	10	-11	-10	-2	-6	14	-1
CC(C)(C)c1ccc(Cn2c(=O)cnc3ccccc32)cc1	-19	32	49	2	8	-4	32	0
Cn1ncc(N=Cc2ccccc2O)c1C(=O)N1CCOCC1	-17	2	0	6	-5	3	10	14
O=C(c1nnc(Cc2ccc(Cl)cc2)o1)N1CCc2ccccc2C1	-17	3	-20	5	10	1	-6	6
Cc1cccc(NC(=O)C2CCN(S(=O)(=O)c3ccc4c(c3)OCCCO4)CC2)n1	-11	11	12	-4	-8	-3	-2	-5
CCCCNC(=O)c1cn(CC)c2ccc(S(=O)(=O)N3CCCC3)cc2c1=O	-9	14	1	5	-4	5	-17	5
CCOc1ccc(CCNC(=O)C2CCCN2C(=O)OCc2ccccc2)cc1OCC (stereo not drawn)	-18	4	-13	-6	-11	-15	-5	11
CC1(C)Cc2c(sc(NC(=O)c3ccc(S(=O)(=O)N4CCCCCC4)cc3)c2C(N)=O)C(C)(C)N1	-21	11	11	5	19	1	8	32
O=C(c1cnc(N2CCN(c3ncccn3)CC2)c2ccccc12)N1CCN(c2ncccn2)CC1	18	-4	-12	0	7	2	1	-3
CN(Cc1cn(C)nc1-c1ccc(Oc2ccccc2)cc1)C1CCOC1 (stereo not drawn)	-3	3	21	4	-1	10	2	9
CCNC(=O)CC1C(=O)N(c2ccccc2)C(=O)N1CCOC (stereo not drawn)	-2	-3	-6	-6	0	-6	-5	23
CC(C)Nc1nc(NC(N)=S)nc(NC(C)C)n1	-6	3	15	-8	24	-3	1	13
Cn1c(=O)cc(N2CCOCC2)[nH]c1=O	3	-2	3	1	-1	6	-22	17

4 entries out of the list, sorted by length of the SMILES, rising.
SMILES	697 NFkB inh	CCR6 antagonist	Jurkat NFkB inh	CXCR6 inh	UBC13 polyUb	EBI2 antag	Gli-Sufu block	APJ antag
CC(C)Nc1nc(NC(N)=S)nc(NC(C)C)n1	-6	3	15	-8	24	-3	1	13
CC1CCc2c(sc3ncnc(SCC(=O)c4ccccc4)c23)C1 (stereo not drawn)	-13	1	-18	3	-7	6	-9	15
CN(Cc1cn(C)nc1-c1ccc(Oc2ccccc2)cc1)C1CCOC1 (stereo not drawn)	-3	3	21	4	-1	10	2	9
O=C(c1cnc(N2CCN(c3ncccn3)CC2)c2ccccc12)N1CCN(c2ncccn2)CC1	18	-4	-12	0	7	2	1	-3

The main list resumes, repeating the 7 entries before the break.
SMILES	697 NFkB inh	CCR6 antagonist	Jurkat NFkB inh	CXCR6 inh	UBC13 polyUb	EBI2 antag	Gli-Sufu block	APJ antag
CCOc1ccc(CCNC(=O)C2CCCN2C(=O)OCc2ccccc2)cc1OCC (stereo not drawn)	-18	4	-13	-6	-11	-15	-5	11
CC1(C)Cc2c(sc(NC(=O)c3ccc(S(=O)(=O)N4CCCCCC4)cc3)c2C(N)=O)C(C)(C)N1	-21	11	11	5	19	1	8	32
O=C(c1cnc(N2CCN(c3ncccn3)CC2)c2ccccc12)N1CCN(c2ncccn2)CC1	18	-4	-12	0	7	2	1	-3
CN(Cc1cn(C)nc1-c1ccc(Oc2ccccc2)cc1)C1CCOC1 (stereo not drawn)	-3	3	21	4	-1	10	2	9
CCNC(=O)CC1C(=O)N(c2ccccc2)C(=O)N1CCOC (stereo not drawn)	-2	-3	-6	-6	0	-6	-5	23
CC(C)Nc1nc(NC(N)=S)nc(NC(C)C)n1	-6	3	15	-8	24	-3	1	13
Cn1c(=O)cc(N2CCOCC2)[nH]c1=O	3	-2	3	1	-1	6	-22	17
O=C1C2C3CCC(C3)C2C(=O)N1Cc1ccco1 (stereo not drawn)	8	4	-7	6	-5	-14	-33	2
O=C(CSC(=S)N1CCCC1)NCC(=O)Nc1ccc(F)c(F)c1	-4	9	9	-1	1	2	-2	4
Cc1ccc(-n2c(C)cc(C(=O)OCC(=O)N(C)C3CCS(=O)(=O)C3)c2C)cc1 (stereo not drawn)	-4	21	-13	-3	0	-9	-21	8
CC(C)(C)OC(=O)N(CCc1ccccc1)Cc1ccccc1OCc1cccc(NC(=O)C2CC2)c1	.	5	.	3	.	19	19	.
CC1CN(C(=O)c2ccccc2Sc2ccccc2C#N)CC(C)O1 (stereo not drawn)	-18	-3	-24	4	-1	-4	-6	4
COCCN1Cc2cccc(C(=O)NCCCN3CCCC3=O)c2C1=O	1	4	-8	-2	-2	-4	10	14
COc1ccc(C(CNC(=O)c2cccc(Br)c2)N2CCCC2)cc1 (stereo not drawn)	-4	17	-23	-4	2	6	14	0
COc1ccc(C(C(=O)NC(C)(C)C)N(Cc2ccc(C)cc2)C(=O)CCC(=O)Nc2cc(C)on2)cc1 (stereo not drawn)	13	7	18	-2	6	-1	-5	4
CC(=O)c1sc2nsc(SCCN3CCCCC3)c2c1N	2	-8	-2	-3	-11	3	13	7
Cc1ccc(C)c(NC(=O)NNC(=O)c2cc3occc3[nH]2)c1	12	13	9	-3	2	-8	5	-3
COCCN1C(=O)N(c2ccc(Cl)cc2)C(=O)C1CC(=O)Nc1cc(OC)cc(OC)c1 (stereo not drawn)	0	6	6	1	-1	-2	-5	3
CC(C)N(Cc1nc(-c2ccccc2)no1)S(=O)(=O)c1ccccc1	-32	17	4	-3	4	7	7	17
COc1cc(NC(=O)c2cc(S(=O)(=O)N3CCc4ccccc43)cn2C)cc(OC)c1OC	3	-1	13	-3	4	22	-5	-2
Cc1ccc(S(=O)(=O)N2CCC(C)CC2)cc1C(=O)NCc1ccccn1	10	8	15	-4	2	6	-2	3
CC(NC(=O)Nc1cccc([N+](=O)[O-])c1)(C(F)(F)F)C(F)(F)F	13	22	-8	-4	11	-12	1	-3
O=C(COc1ccc(Cl)cc1)NCCNc1ccc([N+](=O)[O-])cc1	2	20	27	-1	-3	23	3	20
COc1ccc(Cl)cc1NC(=O)COC(=O)c1cc(NS(=O)(=O)c2cccs2)ccc1O	23	-11	-13	-9	2	12	0	15
Cc1ccc(NC(=O)COC(=O)c2cccc3c2C(=O)c2ccccc2C3=O)c(C)c1	10	13	-1	-4	-1	-13	7	-16
Cc1ccc(C(=O)NC(C)c2ccc(S(N)(=O)=O)cc2)s1 (stereo not drawn)	10	10	16	-2	-1	-8	8	14
Cc1cc(/C=C2/NC(=S)NC2=O)c(C)n1-c1cccnc1	-9	11	-19	6	-27	3	-18	-4
O=C(NNC(=O)c1cc(-c2ccccc2)nc2ccccc12)c1csc(N2CCOCC2)n1	12	2	7	5	3	8	4	10
COc1ccc(NC2=C(C(C)=O)C(c3ccc(N(C)C)cc3)C(C(C)=O)C(C)(O)C2)cc1 (stereo not drawn)	-6	8	-12	-6	-16	2	5	1
CC[C@H](C)C(=O)O[C@H]1C[C@@H](C)C=C2C=C[C@H](C)[C@H](CC[C@@H]3C[C@@H](O)CC(=O)O3)[C@H]21	8&20	-11&-3	-2&-32	3&-3	-11&14	-1&6	-3&6	-13&-11
CCCn1ncc(CN2CCC(Cc3cccc(F)c3)(C(=O)OCC)CC2)c1C	4	-8	14	0	-7	-10	15	0
COc1ccccc1CNC(=O)C1(C)Oc2cccnc2NC1=O (stereo not drawn)	26	-2	4	-2	-6	-5	4	2
SMILES	697 NFkB inh	CCR6 antagonist	Jurkat NFkB inh	CXCR6 inh	UBC13 polyUb	EBI2 antag	Gli-Sufu block	APJ antag
Cc1cc([N+](=O)[O-])cc2c1NCC1CC=CC21 (stereo not drawn)	-9	18	8	-1	-16	14	2	4
CCCNC(=O)c1ccccc1NC(=O)Nc1ccccc1C	13	4	10	-6	3	-2	-3	-5
CC(=O)c1ccc(S(=O)(=O)NC2CC(=O)N(c3ccc(C)c(C)c3)C2)cc1 (stereo not drawn)	16	16	-8	-2	4	-4	1	2
CCOC(=O)CSc1nc2ccc(N)cc2s1	22	-14	17	-12	-3	-14	0	-22
COc1cccc(NS(=O)(=O)c2ccc(Br)s2)c1	-2	7	3	-2	-8	-7	-4	15
O=C(c1cc(-c2ccc(Cl)cc2)on1)N1CCCCCC1	-141	14	-169	4	4	19	-103	15
COc1cc(NC(=O)c2ccc(OC)c([N+](=O)[O-])c2)ccc1NC(=O)c1ccco1	0	2	-13	3	-7	9	0	-3
Cn1c(N2CCOCC2)c(/C=N/O)c2ccccc21	-3	0	-10	2	1	-9	10	5
O=C(Nn1cnnc1)c1ccc(Br)s1	20	-5	18	3	-55	-2	-24	-7
COC(=O)c1cc(S(=O)(=O)N2CCCCCC2)cn1C	7	-2	12	0	9	-2	21	6
COc1ccc(OCc2cc(C(=O)N(C)Cc3cnccn3)no2)c(Cl)c1	-9	14	-17	-8	2	12	-37	12
O=C(NCc1cccnc1)Nc1ccc(Br)cc1	5	4	-10	-12	-1	-12	-8	-2
Cn1cc(CNC(=O)C2CCC(=O)N(Cc3ccc(Cl)cc3)C2)cn1 (stereo not drawn)	-2	-4	6	1	-3	2	5	-23
Cc1ccc(C(=O)Nc2ccc(S(=O)(=O)N3CCc4ccccc43)cc2)o1	1	-1	14	-9	16	3	1	-6
CCN(C(=O)COc1cccc2cccnc12)C1CCS(=O)(=O)C1 (stereo not drawn)	-2	-29	5	-5	-5	-8	-2	-7
O=S1(=O)CCOCCCN1Cc1cccc(C(F)(F)F)c1	8	6	23	8	1	-7	-1	7
O=C(CN1C(=O)c2ccccc2C1=O)NC1CCCCCC1	1	14	11	3	4	-5	32	5
COc1ccccc1NC(=O)C(C/C=C(/C)Cl)C(C)=O (stereo not drawn)	-4	1	7	3	5	2	-6	-1
